Screens deposited in PubChem by several laboratories.
XIAP antagonists: XIAP antagonists, biochemical, IAP family, fluorescence polarization (AID 1018) | E3 ubiquitin-protein ligase XIAP (Homo sapiens) | hit rate 0.007% among 200,000 | one-dose displacement, % at 20 µM; IC50 in µM for titrated hits | XIAP BIR domain, fluorescence polarization peptide displacement; higher % means a stronger effect; in the data active means displacement above about 50%; further: a part of the inactive calls stands beside numbers as strong as those of hits
HIV peptide binding: inhibitors of HIV fusion peptide binding, primary screen, biochemical, uHTS, fluorescence dequenching (AID 1986). cell-free peptide binding, fluorescence dequenching, 30 min; higher % means a stronger effect. one-dose inhibition, % at 20 µM; IC50 in µM for titrated hits. hit rate 0.3% among 290,000; in the data active means inhibition mostly above about 52%, no sharp cut-off; inactive means mostly below about 76%; further: some results filed as inactive read as strong as hits
AID2073: inhibitors of Mint1-CaV2.2 protein interaction, biochemical, HTRF (AID 2073); HTRF protein-protein interaction, Mint1-CaV2.2; higher % means a stronger effect; Voltage-dependent N-type calcium channel subunit alpha-1B (Homo sapiens); hit rate 0.19% among 290,000; inhibition, % at 20 µM, or IC50 in µM where a hit was titrated; in the data active means inhibition mostly above about 51%, no sharp cut-off; further: some results filed as inactive read as strong as hits
HEK293 NOD2/NF-kB: NOD2 signaling inhibitors, cell-based, luminescence, uHTS, HEK293 (AID 1566); hit rate 0.63% among 290,000; HEK293 NOD2/NF-kB luciferase reporter, luminescence; higher % means a stronger effect; inhibition, % at 4 µM; hits with a dose series show EC50 in µM; further: many of its hits are not listed in these tables
Dengue-2 NS5 capping: Dengue-2 NS5 methyltransferase inhibitors, primary screen, biochemical, confirmation dose response (AID 588689) | Genome polyprotein (Dengue virus type 2 (strain 16681-PDK53)) | hit rate 0.3% among 340,000 | inhibition, % at 25 µM; hits with a dose series show IC50 in µM | Dengue-2 NS5 methyltransferase capping enzyme assay, biochemical; higher % means a stronger effect; in the data active means a potency from the dose series
Hep lipid drop: inhibitors of hepatocyte lipid droplet formation, primary screen, imaging, high-throughput imaging, BODIPY stain. AML12 mouse hepatocytes, oleate lipid droplets. inhibition, % at 6.5 µM. hit rate 0.4% among 240,000. AID 1656, 2009;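 active means lipid droplet intensity inhibited by at least 50%, with more than 500 cells counted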
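Material – mouse AML12 hepatocyte cell line, fixed after treatment · Compound dosing – one dose, 6.5 µM compound · Times – compound with oleate, overnight · Measured by – Image-based BODIPY and DAPI two-channel analysis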
Myeloid diff MLP: induction of myeloid progenitor differentiation, primary screen, cell-based, flow cytometry, MLPCN library; ER-HoxA9 myeloid progenitors, lysozyme-GFP differentiation; calls only at 10 µM; hit rate 1% among 360,000; AID 624256, 2012;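 active means normalized GFP-positive differentiation at or above the plate's own cutoff, the solvent-only control mean plus 3 SD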;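 further: cells exposed to compound for four days before flow analysis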
LYP phosphatase: inhibitors of LYP phosphatase, biochemical, fluorescence intensity, uHTS (AID 1779); inhibition, % at 11.5 µM; hits with a dose series show IC50 in µM; Tyrosine-protein phosphatase non-receptor type 22 (Homo sapiens); hit rate 0.054% among 290,000; recombinant LYP phosphatase, fluorescence intensity; higher % means a stronger effect;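 further: plate controls were vehicle with enzyme for no effect and no enzyme for full effect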
SIAH1 antagonists: Siah-1 peptide-binding antagonists, primary screen, biochemical, fluorescence polarization, rhodamine-plectin, uHTS (AID 1817); E3 ubiquitin-protein ligase SIAH1 (Homo sapiens); Siah-1 / rhodamine-plectin peptide fluorescence polarization; higher % means a stronger effect; one-dose displacement, % at 20 µM; IC50 in µM for titrated hits; hit rate 0.02% among 290,000;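 active means displacement of at least 50% at 20 µM, with a fluorescence ratio check between 0.3 and a set limit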;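 further: plate controls were Siah plus tracer with DMSO for no effect and tracer alone without Siah for full effect; strong numbers were not always called active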
Hep lipid drop cells 6.5 µM: further read-out of Hep lipid drop, marked with its call; cell count; measured here: cell count, cytotoxicity flag;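 cells counted across two imaged fields per well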
Myeloid diff MLP GFP+ MAC1+ %: recorded beside Myeloid diff MLP, whose call it bears; GFP+ MAC1+ double positive, %; measured here: differentiation confirmed by MAC1 staining
* hit, by the source's call; i = inactive; / = not tested or not shown. Unless noted, no stated cut-off is given here; in the data, active means inhibition above about 50%; inactive means the rest.

The first 6 entries (preview)
SMILES | XIAP antagonists | HIV peptide binding | AID2073 | HEK293 NOD2/NF-kB | Dengue-2 NS5 capping | Hep lipid drop | Hep lipid drop cells 6.5 µM | Myeloid diff MLP | Myeloid diff MLP GFP+ MAC1+ % | LYP phosphatase | SIAH1 antagonists
NS(=O)(=O)c1ccc(CCNC(=O)c2cc(-c3cccs3)nc3ccccc23)cc1 | -1.5% | -0.6% | 40% | -6% | -7% | 14 | 693 | i | 0.2 | -4% | -2%
COc1ccccc1/C=C/C=N/NC(=O)c1cnccn1 | -3.6% | -0.5% | 19% | -26% | -10% | 5 | 717 | i | 0.4 | 6% | -3%
COc1ccc(NC(=O)CN2CCN(S(=O)(=O)c3ccc(F)cc3)CC2)cc1Cl | -1.8% | 2.4% | 5% | 20% | -1% | -8 | 712 | i | 0.8 | -2% | 5%
O=C(O)CCc1ccc(-c2ccc(Cl)cc2)n1CC(=O)Nc1ccccc1 | / | 1.2% | 8% | -21% | -5% | / | / | i | 0.5 | -4% | -6%
CCN1CCN(C(=S)Nc2ccc(Cl)c(Cl)c2)CC1 | -5.6% | -0.5% | -16% | 11% | -1% | -4 | 681 | i | 0.8 | -2% | -1%
O=C(C1Cc2ccccc2CN1S(=O)(=O)c1ccc(F)cc1)N1CCCCCC1 (centres undefined) | -8.2% | -0.6% | 8% | 17% | -1% | / | / | i | 0.8 | -5% | -2%

Results (from the top)
SMILES | XIAP antagonists | HIV peptide binding | AID2073 | HEK293 NOD2/NF-kB | Dengue-2 NS5 capping | Hep lipid drop | Hep lipid drop cells 6.5 µM | Myeloid diff MLP | Myeloid diff MLP GFP+ MAC1+ % | LYP phosphatase | SIAH1 antagonists
NS(=O)(=O)c1ccc(CCNC(=O)c2cc(-c3cccs3)nc3ccccc23)cc1 | -1.5% | -0.6% | 40% | -6% | -7% | 14 | 693 | i | 0.2 | -4% | -2%
COc1ccccc1/C=C/C=N/NC(=O)c1cnccn1 | -3.6% | -0.5% | 19% | -26% | -10% | 5 | 717 | i | 0.4 | 6% | -3%
COc1ccc(NC(=O)CN2CCN(S(=O)(=O)c3ccc(F)cc3)CC2)cc1Cl | -1.8% | 2.4% | 5% | 20% | -1% | -8 | 712 | i | 0.8 | -2% | 5%
O=C(O)CCc1ccc(-c2ccc(Cl)cc2)n1CC(=O)Nc1ccccc1 | / | 1.2% | 8% | -21% | -5% | / | / | i | 0.5 | -4% | -6%
CCN1CCN(C(=S)Nc2ccc(Cl)c(Cl)c2)CC1 | -5.6% | -0.5% | -16% | 11% | -1% | -4 | 681 | i | 0.8 | -2% | -1%
O=C(C1Cc2ccccc2CN1S(=O)(=O)c1ccc(F)cc1)N1CCCCCC1 (centres undefined) | -8.2% | -0.6% | 8% | 17% | -1% | / | / | i | 0.8 | -5% | -2%
C/C(=N\n1nnnc1Nc1ccccc1)c1ccc(N)cc1 | -4.9% | -1.7% | -2% | 20% | / | / | / | / | / | -6% | 0%
COc1ccc(C2=NN(C(=O)CCC(=O)O)C(c3ccc(Br)cc3)C2)cc1 (centres undefined) | / | 0.8% | -2% | -9% | 1% | 2 | 802 | i | 0.5 | -6% | -3%
O=C(CCc1nnc(CCCc2ccccc2)o1)NCCN1CCOC1=O | -6.9% | -0.8% | 0% | -13% | -3% | 11 | 733 | i | 0.3 | -6% | -2%
CC1CCN(C(=O)CCNC(=O)c2ccccc2Cl)CC1 | / | -0.5% | 17% | 10% | 0% | 7 | 688 | i | 0.4 | -11% | 6%
Cc1nc(N2CCCCC2C)c2c(C)c(C(=O)Nc3ccccc3C(F)(F)F)sc2n1 (centres undefined) | -16% | 1.4% | 11% | 5% | 12% | -7 | 741 | i | 0.9 | 1% | -3%
O=C(CN(C(=O)c1ccccc1)N1C(=O)CCC1=O)c1cccs1 | / | -1.1% | -8% | 7% | 6% | 5 | 888 | i | 0.6 | -11% | 4%
COc1cccc(-c2nc(CS(=O)(=O)CC(=O)Nc3cccc(C(C)=O)c3)c(C)o2)c1 | / | 1.6% | 5% | 10% | -4% | 1 | 735 | i | 1.5 | -11% | 6%
CNC(=S)NNC(=O)c1oc2nc(-c3ccccc3)cc(C)c2c1N | / | 1.9% | -34% | 6% | -13% | 9 | 680 | i | 1.1 | 0% | 0%
CCOc1ccc2c(c1)C(=O)c1cc(OCC(=O)O)ccc1-2 | / | -1.6% | 34% | -14% | 7% | / | / | i | 0.7 | -5% | -4%
O=C(C1=C(O)C(=O)N(CC2CCCO2)C1c1cccnc1)c1ccco1 (centres undefined) | 21% | 2.0% | -5% | -59% | -4% | / | / | i | 0.5 | -4% | 1%
CC(=O)Nn1cnc2c(c1=O)C1(CCCC1)Cc1ccccc1-2 | -5.5% | -2.0% | 6% | 6% | -4% | 21 | 648 | i | 0.0 | -2% | 3%
N#CCCN1CCN(S(=O)(=O)c2ccc(S(=O)(=O)N3CCCCCC3)cc2)CC1 | -3.9% | -1.6% | 8% | 13% | -2% | -18 | 658 | i | 1.9 | -3% | 2%
CC1(C)CC(=O)C(C=NCCCn2ccnc2)=C(O)C1 | -11% | -1.4% | 9% | 18% | -3% | / | / | i | 2.6 | -4% | -3%
COC(=O)Cn1cnc2c(nnn2-c2ccc(OC)cc2)c1=O | / | -1.1% | 18% | 10% | -5% | 2 | 822 | i | 0.8 | -7% | -2%
CCn1c(SCc2ccc(C#N)cc2)nnc1-c1cccc(Cl)c1 | 1.5% | -0.6% | -9% | 0% | -3% | -35 | 733 | i | 10 | -8% | -1%
Cc1ccc(/C=C/c2nc3ccccc3s2)s1 | -7.1% | 19% | 6% | -106% | -14% | 1 | 702 | i | 0.3 | -2% | 0%
Cc1ccc(C(=O)CSc2nc(N)cc(=O)[nH]2)cc1C | / | 1.2% | -4% | 18% | 10% | 1 | 788 | i | 0.6 | -5% | 2%
O=C(Nc1cccc(NC(=O)c2ccco2)c1)c1ccc([N+](=O)[O-])cc1 | -4.8% | -1.8% | 15% | -12% | -5% | 0 | 669 | i | 0.2 | -3% | 6%
O=C(CN1CCN(Cc2ccc(F)cc2)C1=O)NC1CCCC1 | -6.5% | 1.7% | -14% | 10% | 3% | -6 | 781 | i | 0.4 | -7% | 1%
O=C(COc1ccc(S(=O)(=O)NC2CCCC2)cc1)NCC1CCCO1 (centres undefined) | 0.1% | 1.0% | -8% | 1% | / | -3 | 622 | i | 0.2 | 0% | -3%
NC(=O)c1nsc(C(=O)N(c2ccc(Cl)cc2)C(C(=O)NCC2CCCO2)c2cccs2)c1N (centres undefined) | -7.2% | -0.9% | 3% | 3% | -9% | -16 | 721 | i | 0.0 | 1% | 3%
CCOP(=O)(OCC)c1nc(-c2cccc3ccccc23)oc1N1CCCCC1 | 1.1% | 0.6% | 44% | 16% | -1% | 13 | 706 | i | 0.9 | -19% | 0%
CCc1sc(N(C(=O)Cc2ccccc2)c2ccccc2F)nc1-c1ccc(C)cc1 | -0.6% | -0.4% | 7% | 20% | -5% | -17 | 475 | i | 0.2 | 2% | 3%
COC(=O)c1c(NC(=O)CCNCc2ccco2)sc2c1CCC2 | / | -0.9% | 1% | 20% | 2% | -37 | 706 | i | 0.3 | -2% | 8%
O=C(Nc1ccc(S(=O)(=O)NC2CCCCC2)cc1)c1ccco1 | -1.2% | -1.8% | 12% | 21% | -1% | 5 | 714 | i | 12 | -3% | -1%
O=C(NCC1CCCO1)c1ccc(NC(=O)C2CCCCC2C(=O)O)cc1 (centres undefined) | -3.2% | -0.5% | -2% | -5% | 4% | -11 | 711 | i | 0.2 | -1% | -1%
Cc1ccnc(NC(=O)CCC(=O)N(CC(=O)NC2CCCCC2)CC2CCCO2)c1 (centres undefined) | 0.7% | 0.8% | -7% | 2% | -8% | / | / | i | 0.7 | 0% | 1%
COc1ccc(C2=NN(C)C(=NCc3ccccc3)SC2)cc1 | 0.5% | 2.1% | 15% | 13% | -7% | / | / | i | 0.9 | -9% | 3%
COCCn1c(=S)[nH]c2cc(C(=O)N3CCN(Cc4ccc5c(c4)OCO5)CC3)ccc2c1=O | -0.7% | -5.2% | -48% | 12% | -1% | / | / | i | 2.9 | 0% | 1%
Cc1ccc(NC(=O)c2ccco2)c(NC(=O)CN2C(=O)c3ccccc3C2=O)c1 | -4.8% | -1.5% | -4% | 1% | -7% | 2 | 688 | i | 0.6 | -4% | 0%
CC(C)(C)NC(=O)COC(=O)c1nsc(Cl)c1Cl | -7.0% | 3.1% | 7% | 8% | -10% | -14 | 729 | i | 0.3 | 0% | 3%
O=C(c1cccc(S(=O)(=O)N2CCOCC2)c1)N(Cc1ccc(F)cc1)Cc1ccco1 | -2.0% | -0.3% | 4% | 13% | 45% | / | / | i | 0.1 | -5% | 8%
COC(=O)c1ccccc1NC(=O)CSc1nc(N)cc(=O)[nH]1 | -3.0% | 4.3% | 19% | -5% | -2% | 0 | 674 | i | 1.2 | -5% | 16%
O=C1c2cccnc2C(=O)N1c1ccccc1-c1ccccc1 | -0.3% | -0.4% | -5% | -9% | -5% | / | / | i | 1.0 | -5% | -1%
O=S(=O)(NCc1cn2ccccc2n1)c1cccs1 | / | 1.6% | -2% | -2% | -7% | -5 | 721 | i | 0.3 | -4% | -1%
CCCCC(=O)Nc1ccc(NC(=O)c2ccc(C)c([N+](=O)[O-])c2)cc1OC | -7.8% | -0.8% | 0% | 15% | -1% | -1 | 633 | i | 0.4 | -2% | 3%
O=C(CN1CCN(Cc2ccccc2)CC1)c1c[nH]c2ccccc12 | -3.4% | -1.7% | -12% | 0% | -8% | / | / | i | 0.3 | -4% | 0%
NC1=NS(=O)(=O)NC1c1ccc(Br)cc1 (centres undefined) | -4.3% | -1.4% | 6% | 4% | -3% | -8 | 727 | i | 0.1 | -5% | 0%

Profiles, quoted from the list. Order of values: XIAP antagonists, HIV peptide binding, AID2073, HEK293 NOD2/NF-kB, Dengue-2 NS5 capping, Hep lipid drop, Hep lipid drop cells 6.5 µM, Myeloid diff MLP, Myeloid diff MLP GFP+ MAC1+ %, LYP phosphatase, SIAH1 antagonists
Entry for `O=C(CN1CCN(Cc2ccccc2)CC1)c1c[nH]c2ccccc12` : -3.4%, -1.7%, -12%, 0%, -8%, /, /, i, 0.3, -4%, 0%
Entry for `CCCCC(=O)Nc1ccc(NC(=O)c2ccc(C)c([N+](=O)[O-])c2)cc1OC` : -7.8%, -0.8%, 0%, 15%, -1%, -1, 633, i, 0.4, -2%, 3%
Entry for `O=S(=O)(NCc1cn2ccccc2n1)c1cccs1` : /, 1.6%, -2%, -2%, -7%, -5, 721, i, 0.3, -4%, -1%

A portion of the library, so the mix of outcomes need not match the whole.
